TLR9-MyD88 block: inhibitors of human TLR9-MyD88 binding | Q9NR96+Q99836 | CHO BLA complementation TLR9-MyD88, CCF4 FRET ratio | inhibition, % at 4.98 µM | hit rate 0.21% among 340,000 | AID 504734;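 active = inhibition above the mean over all tested compounds plus 3 SD, cut at about 21% in these data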;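 also: 0% = DMSO only wells and 100% = clavulanate BLA inhibitor control wells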
NOD2-RIPK2 inh: NOD2-RIPK2 protein interaction inhibition | inhibition, % at 4.98 µM | CHO BLA complementation NOD2-RIPK2, CCF4 ratio | O43353 | hit rate 0.38% among 360,000 | AID 624267; in the data active = inhibition above about 21%;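 also: 0% = vehicle only and 100% = reference blocker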
HTR2A ag: agonists of mouse serotonin 5-HT2A receptor (HTR2A). P35363. CHO-K1 mHTR2A beta-arrestin complementation, luminescence; percent of 30 µM serotonin response. activation, % at 7.6 µM. hit rate 0.66% among 360,000. AID 624169;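 active = activation above a run cutoff, the mean activation of all tested compounds plus 3 SD, cut at about 14% in these data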;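 also: 0% = plate median of compound wells and 100% = 30 µM serotonin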
Target sequence (P35363 whole entry, looked up): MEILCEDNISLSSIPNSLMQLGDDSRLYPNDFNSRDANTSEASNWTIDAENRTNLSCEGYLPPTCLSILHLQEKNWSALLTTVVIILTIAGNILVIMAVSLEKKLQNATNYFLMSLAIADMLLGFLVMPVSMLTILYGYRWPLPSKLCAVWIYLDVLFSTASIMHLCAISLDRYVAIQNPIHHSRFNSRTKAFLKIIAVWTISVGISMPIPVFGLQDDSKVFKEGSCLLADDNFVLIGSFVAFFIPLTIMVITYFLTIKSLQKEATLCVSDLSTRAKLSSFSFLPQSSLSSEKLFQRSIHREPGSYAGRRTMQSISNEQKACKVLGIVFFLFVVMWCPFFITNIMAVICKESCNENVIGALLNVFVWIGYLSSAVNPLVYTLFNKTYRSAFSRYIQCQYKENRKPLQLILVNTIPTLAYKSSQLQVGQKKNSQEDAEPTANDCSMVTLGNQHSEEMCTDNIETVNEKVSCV
SRC2 inh: inhibits human steroid receptor coactivator 2; inhibition, % at 9 µM; AID 651957; HEK293 GAL4-SRC2 luciferase reporter, luminescence; hit rate 0.17% among 370,000;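 active = inhibition above the mean inhibition of all tested compounds plus 3 SD, set per campaign, cut at about 52% in these data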;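 also: 0% = DMSO treated cells and 100% = cells given Gossypol at 36 µM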
Glyco luc inh: N-linked glycosylation inhibition; AID 588692; D54 ERlucT glycosylation luciferase reporter, 24 h; percent of 100 nM tunicamycin response; reporter increase, % at 12.5 µM; hit rate 0.23% among 360,000;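 active = mean luciferase reporter signal, scaled so untreated is 0 and the glycosylation-blocking control 100, at or above a set limit in every replicate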;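 also: luciferase carries N-glycosylation sites so blocking glycosylation raises the light; 0% = median of neutral control wells and 100% = median of 100 nM tunicamycin wells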
ABCB6 inh 2: human ABCB6 transporter inhibition; K562-ABCB6 porphyrin accumulation, flow cytometry, 1 h; stronger effect = lower value; Q9NP58; fluorescence ratio to DMSO, % at 10 µM; hit rate 0.19% among 360,000;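 active = fluorescence ratio to DMSO below 75%, the collection mean minus 3 SD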;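 also: signal is porphyrin accumulated inside mitochondria; 100% equals median channel fluorescence of DMSO control wells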
H9c2 protect: protects H9c2 cardiomyocytes from peroxide injury; hit rate 0.63% among 360,000; protection from H2O2 cell death, % at 20 µM; H2O2 injury protection, ATPLite, 2 h;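 active = compounds giving at least 50% protection of heart cells from peroxide-induced death in the single-dose screen, raw or plate-pattern-corrected value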;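 also: 0% = DMSO wells with peroxide and 100% = DMSO wells without peroxide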
MC4R barr agon: agonists of human melanocortin 4 receptor (MC4R) beta-arrestin | AID 540308 | U2OS MC4R beta-arrestin complementation, luminescence; percent of melanotan II response, DMSO zero | hit rate 0.98% among 360,000 | activation, % at 8.9 µM | P32245;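 active = activation above a per-plate cutoff, the mean activation of sample wells on that plate plus 3 SD, cut at about 8% in these data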
MC4R antag cAMP: blocks human MC4R cAMP signaling. hit rate 0.48% among 360,000. inhibition, % at 6.5 µM. AID 540295. MC4R-expressing cells, MTII-stimulated cAMP, LANCE TR-FRET. P32245;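 active = inhibition above its plate's cutoff, the mean of tested wells on that plate plus 3 SD, cut at about 29% in these data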;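 also: 0% = Melanotan II alone and 100% = Melanotan II plus saturating MCL0020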
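System: U2OS cells stably expressing human melanocortin 4 receptor (MC4R). Reagent: Melanotan II challenge after compound preincubation. Doses: 6.5 µM. Times: 30-min compound, 1-h challenge, 1-h detection, room temperature. Measured by: TR-FRET with Eu-cAMP and labeled anti-cAMP, 671 nm. Replicates: singlicate.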
ABHD5-PLIN5 inh: blocks binding of human ABHD5 to perilipin-5. inhibition, % at 4 µM. hit rate 0.78% among 360,000. AID 602281. Split G. princeps luciferase complementation, luminescence, 4 h;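 active = inhibition above the mean inhibition across every tested compound plus 3 SD, cut at about 22% in these data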;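 also: 0% = DMSO only wells and the 100% control is not disclosed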
Starred values were filed as active, the others as inactive; / = not tested or not shown. These rows are one share of the data; count on the stated rates, not on these rows.

Values in the order – TLR9-MyD88 block, NOD2-RIPK2 inh, HTR2A ag, SRC2 inh, Glyco luc inh, ABCB6 inh 2, H9c2 protect, MC4R barr agon, MC4R antag cAMP, ABHD5-PLIN5 inh
- CC(C(=O)OCC(=O)N1CCN(c2ccccc2)CC1)N1C(=O)c2ccccc2C1=O (configuration not stated)
 : 5, -7, -12, 12, -1, 95, 11, 0.2, 3, 11
- OCc1ccccc1-c1cnc2cccnn12
 : /, -2, 0, 7, 1, 95, 0, 1.2, 19, 4
- O=C(O)c1sc2cc(C(F)(F)F)cnc2c1-c1ccccn1
 : 0, 14, 2, -8, 3, 100, 1, -0.2, 13, -11
- Cc1cc(NC(=O)c2ccc(C(C)(C)C)cc2)no1
 : 7, -3, -1, -44, -10, 93, -21, -0.8, 3, -5
- CCCC(CCC)C(=O)Nc1cccc(-c2cn3c(n2)SCC3)c1
 : -15, -10, -4, -6, -1, 97, 1, -2.8, 12, 0
- COc1ccc(NC(=O)c2ccccc2SCc2ccccc2)cc1
 : -3, 2, 0, 1, -6, 101, -17, -0.1, 0, 2
- COc1cc(OC)c2cc(C(=O)N[C@@H](Cc3ccccc3)C(=O)O)n(C)c2c1
 : 9, 7, 6, -33, 1, 93, -5, -0.7, 9, -12
- Cc1nn(CC(=O)Nc2nccs2)c(C)c1[N+](=O)[O-]
 : 3, 3, 5, -16, 3, 101, -5, -0.8, -5, 2
- O=C(O)COc1nsnc1N1CCOCC1
 : 5, -1, 5, -11, 0, 103, 0, -1.4, -1, 3
- COC(=O)CCCNC(=O)c1ccc(S(=O)(=O)NCc2ccco2)cc1
 : -9, -7, 2, 9, 3, 94, 4, -3.8, 9, 0
- COc1cc2c(cc1OC)CN(c1ncccc1[N+](=O)[O-])CC2
 : 8, -13, -4, -20, 0, 84, 11, -2.5, -4, -6
- COc1cc(CN(C(C)=O)c2ccccc2C(=O)O)ccc1[N+](=O)[O-]
 : 1, -7, -1, 23, 1, 99, 1, -0.9, 4, -7
- Cc1ccc(-n2nc3c(=O)n(CCCC(=O)NCc4ccccc4Cl)nc(C)c3c2C)cc1
 : -7, -5, -3, 6, 1, 93, 6, -2.9, 9, 9
- O=C(Nc1ccc(-c2nnc3n2CCCCC3)cc1)c1cnccn1
 : -5, 1, 1, -23, -1, 96, -3, -1.2, 6, 1
- Brc1cccc(-c2cnc3n2CCCCC3)c1
 : 2, 8, 3, 34, 3, 97, -16, -1.1, 8, 6
- CC1CCCN(c2ccc(C(=O)OCn3nnc4ccccc4c3=O)cc2[N+](=O)[O-])C1 (configuration not stated)
 : 0, -1, 1, 0, 1, 89, -8, -0.7, -8, 3
- Cc1ccc(C(=O)OCc2nnc(-c3ccc(Br)cc3)o2)cc1
 : 7, -3, 2, -31, 1, 98, -10, -3.1, 4, -3
- CC/C(=N/NS(=O)(=O)c1ccc(Cl)cc1)c1ccc(O)cc1
 : -5, -5, -1, -12, 0, 99, 0, 2.0, 19, 3
- Cc1ccccc1-c1nn(-c2ccc(F)cc2F)cc1CNCCCO
 : -5, -1, 1, -35, -1, 96, -6, 0.3, 4, 3
- CC1CC(=O)c2cnc(N3CCOCC3)nc2C1 (configuration not stated)
 : 7, -2, 2, -11, 1, 98, 3, -0.5, 5, 2
- CCCCC(=NCCO)C1=C(O)C(C(=O)OC)C(C)(C)CC1=O (configuration not stated)
 : -8, -5, 5, -18, -1, 100, 7, -2.0, 7, 0
- O=C(O)c1ccccc1NS(=O)(=O)c1cccc(N=Nc2c(O)[nH]c(=S)[nH]c2=O)c1
 : 0, -1, 0, 4, 3, 100, 3, -2.6, 3, -12
- CCO[C@H]1OC(C(=O)N2CCOCC2)=C[C@@H](c2ccc(Br)cc2)[C@@H]1CCCO
 : 4, -13, -2, 16, 4, 96, -1, -1.2, 12, -2

Of the compounds above, 7 have a halogen.
Values in the order – TLR9-MyD88 block, NOD2-RIPK2 inh, HTR2A ag, SRC2 inh, Glyco luc inh, ABCB6 inh 2, H9c2 protect, MC4R barr agon, MC4R antag cAMP, ABHD5-PLIN5 inh
- O=C(O)c1sc2cc(C(F)(F)F)cnc2c1-c1ccccn1
 : 0, 14, 2, -8, 3, 100, 1, -0.2, 13, -11
- Cc1ccc(-n2nc3c(=O)n(CCCC(=O)NCc4ccccc4Cl)nc(C)c3c2C)cc1
 : -7, -5, -3, 6, 1, 93, 6, -2.9, 9, 9
- Brc1cccc(-c2cnc3n2CCCCC3)c1
 : 2, 8, 3, 34, 3, 97, -16, -1.1, 8, 6
- Cc1ccc(C(=O)OCc2nnc(-c3ccc(Br)cc3)o2)cc1
 : 7, -3, 2, -31, 1, 98, -10, -3.1, 4, -3
- CC/C(=N/NS(=O)(=O)c1ccc(Cl)cc1)c1ccc(O)cc1
 : -5, -5, -1, -12, 0, 99, 0, 2.0, 19, 3
- Cc1ccccc1-c1nn(-c2ccc(F)cc2F)cc1CNCCCO
 : -5, -1, 1, -35, -1, 96, -6, 0.3, 4, 3
- CCO[C@H]1OC(C(=O)N2CCOCC2)=C[C@@H](c2ccc(Br)cc2)[C@@H]1CCCO
 : 4, -13, -2, 16, 4, 96, -1, -1.2, 12, -2
